Assay outcomes deposited in PubChem BioAssay by several laboratories.
PTPN22 inh 2 – LYP (human) phosphatase inhibition; Q9Y2R2; recombinant LYP catalytic domain, DiFMUP fluorescence; inhibition, % at 2 µM; 96,000 tested, 0.21% active;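 active = inhibition at 2 µM at or above a set limit, the screen mean plus 3 SD, cut at about 24% in these data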;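 also: 0% = DMSO with enzyme and 100% = enzyme fully blocked by orthovanadate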
FAK blocker – blocks human focal adhesion kinase activity; Q05397; biochemical FAK kinase activity assay; inhibition, %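 (tested at 7 µM)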; 97,000 tested, 0.84% active; AID 727; in the data active = inhibition above about 19%;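 also: 0% = DMSO and 100% = reference compound high control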
Pyk2 oligo antag – Pyk2 (human) oligomerization antagonism; Q14289; Q293 cells, Pyk2 FERM NanoBiT luminescence; hits give low values; z-score (the deposit names both 25 µM and 10 µM); 99,000 tested, 0.83% active;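 active = Z-score of -3 or lower, scaled per plate to the spread of control and sample wells; inactive = z-score above -3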;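 also: negative z-score means lost luminescence so less FERM oligomerization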
Target sequence (Q14289 whole entry, looked up): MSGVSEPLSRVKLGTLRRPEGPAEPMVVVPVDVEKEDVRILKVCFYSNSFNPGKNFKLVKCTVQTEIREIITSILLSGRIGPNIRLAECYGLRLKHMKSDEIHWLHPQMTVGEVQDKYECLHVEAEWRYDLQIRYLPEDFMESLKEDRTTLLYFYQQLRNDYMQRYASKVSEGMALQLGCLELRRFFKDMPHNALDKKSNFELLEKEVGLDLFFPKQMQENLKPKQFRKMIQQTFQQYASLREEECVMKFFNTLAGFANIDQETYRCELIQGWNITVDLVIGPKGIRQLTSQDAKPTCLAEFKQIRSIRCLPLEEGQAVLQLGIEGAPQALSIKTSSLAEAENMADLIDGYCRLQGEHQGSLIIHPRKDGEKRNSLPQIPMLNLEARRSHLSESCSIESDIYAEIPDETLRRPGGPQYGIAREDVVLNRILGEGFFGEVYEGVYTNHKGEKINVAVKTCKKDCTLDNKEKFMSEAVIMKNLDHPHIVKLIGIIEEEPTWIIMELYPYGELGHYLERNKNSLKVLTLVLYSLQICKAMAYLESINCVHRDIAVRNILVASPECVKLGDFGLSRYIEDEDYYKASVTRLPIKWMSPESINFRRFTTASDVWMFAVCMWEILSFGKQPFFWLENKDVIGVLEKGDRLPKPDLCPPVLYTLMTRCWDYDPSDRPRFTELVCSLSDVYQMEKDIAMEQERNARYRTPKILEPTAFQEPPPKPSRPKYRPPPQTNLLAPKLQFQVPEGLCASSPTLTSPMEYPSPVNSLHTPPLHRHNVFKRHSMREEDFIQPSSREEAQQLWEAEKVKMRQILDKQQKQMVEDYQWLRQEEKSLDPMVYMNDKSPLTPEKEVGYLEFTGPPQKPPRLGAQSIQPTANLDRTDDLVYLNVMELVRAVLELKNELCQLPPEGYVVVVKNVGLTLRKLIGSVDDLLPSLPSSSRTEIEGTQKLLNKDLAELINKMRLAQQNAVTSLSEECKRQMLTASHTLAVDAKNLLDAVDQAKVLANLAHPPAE
HIV Rev-RRE inh – HIV Rev-RRE protein-RNA interaction inhibition; Rev peptide-RRE RNA binding, FRET; inhibition, % at 8 µM; 97,000 tested, 0.79% active; AID 704;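 active = inhibition above the screen-wide mean plus 3 SD, cut at about 35% in these data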;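 also: 0% = median DMSO wells and 100% = median Neomycin B control wells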
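Test system – labelled RRE RNA duplex and labelled Rev peptide · Reagent – labelled Rev peptide · Doses – one concentration, 8 µM nominal · Incubation – 5 + 15 min at 25 °C · Signal – FRET fluorescence readout · Read-out basis – % inhibition of FRET ratio versus controls · Control set – DMSO wells as 0% and neomycin B wells as 100% inhibition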
PLK1 PBD inh – blocks phosphopeptide binding to human Plk1 polo box domain. P53350. Plk1 PBD phosphopeptide binding, fluorescence polarization. inhibition, %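 (tested at about 20 µM)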. 97,000 tested, 0.13% active. AID 693; in the data active = inhibition above about 34%, passing the limit was not always enough
EphB4 antag – EphB4-ephrin-B2 interaction antagonism; P54760; EphB4 LBD / TNYL-RAW-Alexa532 peptide, fluorescence polarization; inhibition, % at 7 µM; 97,000 tested, 0.15% active;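 active = inhibition above the screen-wide mean inhibition plus 3 SD, cut at about 15% in these data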;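 also: 0% = DMSO wells and 100% = excess unlabeled TNYL-RAW peptide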
PLK1 inh – blocks human PLK1 kinase activity. recombinant PLK1 kinase, TR-FRET peptide phosphorylation. inhibition, % at 10 µM. 97,000 tested, 0.53% active;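 active = inhibition of 50% or more in the single-concentration screen; inactive = inhibition below 50%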;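 also: 0% = DMSO max control and 100% = H-89 dihydrochloride min control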
cytoskel mod – cytoskeleton assembly modification. HUVEC TNFa F-actin phalloidin imaging, high content. AID 836. 91,000 tested, 0.18% active. inhibition, % at 2 µM;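 active = inhibition above the batch mean plus 3 SD and confirmed as a hit by visual image inspection, cut at about 30% in these data, passing the limit was not always enough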; also: strong numbers were not always called active
LYP act – increases human PTPN22 phosphatase activity; activation, % at 2 µM; 96,000 tested, 0.11% active; Q9Y2R2; recombinant LYP, DiFMUP fluorescence; 0 = plate median, 100 = signal doubled;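 active = activation at 2 µM above a set limit, the mean plus 5 SD, cut at about 37% in these data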
* = called active by the depositor; · = not tested or not shown.

cpd	structure	PTPN22 inh 2	FAK blocker	Pyk2 oligo antag	HIV Rev-RRE inh	PLK1 PBD inh	EphB4 antag	PLK1 inh	cytoskel mod	LYP act
1	Cc1oc(C(=O)O)cc1CSc1nnc(-c2ccccc2)n1C	1	0	0.42	2	-4	4	-8	51	-2
2	Nc1nc(CN2CCN(c3ccccn3)CC2)nc(Nc2ccc(Cl)cc2)n1	-11	1	0.84	8	7	2	6	-18	8
3	CS(=O)(=O)N(CC(=O)Nc1c(F)cccc1F)c1cccc([N+](=O)[O-])c1	3	-1	-0.66	11	-4	9	-10	-2	1
4	Nc1c(C(=O)N2CCCCC2)sc(=S)n1-c1ccccc1	3	-3	0.07	4	1	-4	-12	-6	-7
5	O=C1Nc2ccccc2SC(c2ccccc2)C1O (stereo not given)	10	18	2	6	-15	-1	-5	-3	-9
6	CC1=C(C(=O)Nc2ccccc2)C(c2ccc(N(C)C)cc2)NC(=O)N1 (stereo not given)	-3	6	-0.65	7	7	7	-5	-40	1
7	CCC(Sc1nc(N)c(NC(=O)c2ccc(OC)c(OC)c2)c(=O)[nH]1)C(=O)OC (stereo not given)	6	-7	·	0	-8	-7	1	-7	-7
8	Cc1ccc2c(c1)c1c3n2CCCNC3CCC1 (stereo not given)	12	-8	-0.37	-5	-8	3	-28	-18	-12
9	COC(=O)CSc1nc(-c2cccs2)ccc1C#N	0	6	-0.24	14	4	-1	-9	7	-1
10	O=C(Nc1ccncc1)c1cc(F)cc(F)c1	18	2	-0.32	10	-6	4	9	26	-15
11	CN1C(=O)C2(C(C#N)=C(N)N(c3ccc(Cl)cc3)C3=C2C(=O)CC(C)(C)C3)c2ccccc21 (stereo not given)	11	-1	-0.25	4	1	3	-5	-3	-8
12	Cn1cnnc1SCCNS(=O)(=O)c1ccccc1	-5	1	0.35	5	19	-5	-2	-14	7
13	CCN(Cc1ccccc1)C(=O)c1cc2c(=O)oc3ccc(C)cc3c2s1	8	-3	·	-1	-14	-6	-11	12	-10
14	CC(=O)Oc1cc2c(C(=O)NCCN3CCOCC3)c(C)oc2c2ccccc12	-1	-7	0.35	-2	7	-5	-20	16	-1
15	CSc1nc(Oc2ccccc2)c2sccc2n1	9	3	0.2	14	-10	2	-12	2	-6
16	CCOc1ccc(N=c2scc(-c3ccccc3)n2CCO)cc1	0	-1	-1.2	-2	-1	1	-1	·	0
17	COC(=O)[C@H](C)NC(=O)Nc1ccc(S(N)(=O)=O)cc1	4	-1	0.33	3	-6	3	-6	-10	-4
18	COc1ccc(Oc2coc3c(CN4CCOCC4)c(O)ccc3c2=O)cc1	-4	2	1.9	-4	-25	-1	-4	6	2
19	CCN1CCCC1CNC(=O)Cn1ncc2c(=O)oc3ccc(C)cc3c21 (stereo not given)	0	4	·	5	-11	4	-10	13	-1
20	O=C1C2CCCN2C(c2ccccc2)N1c1ccc(F)cc1 (stereo not given)	2	2	·	8	-25	-4	1	10	-3
21	CS(=O)(=O)Nc1ccc(C(=O)NCc2ccco2)cc1	2	1	0.36	6	8	0	-1	-9	-3
22	O=C(CSc1nnc(-c2ccco2)n1-c1ccccc1)N1CCN(C(=O)c2ccco2)CC1	0	-2	-0.98	8	9	-1	0	0	2
23	O=c1c2ccccc2nc(-c2ccccc2)n1Cc1ccc(Cl)cc1	-11	1	1.3	16	10	3	-10	-9	8
24	Cc1ccc(-n2nnnc2SCc2ccccn2)cc1C	7	-1	-0.82	3	18	5	-9	11	-4
25	CCCNS(=O)(=O)c1ccc(OCC(=O)N2CCOCC2)cc1	-7	1	0.75	6	4	-1	-17	-4	4
26	COc1ccc(C(=O)Oc2cccnc2)cc1	12	1	-0.91	4	-5	2	-1	5	-10
27	Cc1cc(C)c2cc(CN(Cc3nnnn3Cc3ccc(F)cc3)C3CCCC3)c(=O)[nH]c2c1	13	11	-0.68	10	0	8	-13	16	-10
28	O=C(N/N=C/c1ccco1)c1ccncc1	-7	3	-0.37	5	8	2	-4	0	6
29	Cc1ccc(C(=O)Nc2ccon2)cc1S(=O)(=O)N1CCCCCC1	9	0	-0.34	5	-2	5	-9	-18	-8
30	COC(=O)c1ccc(-n2c(C)ccc2-c2ccccc2)cc1	12	4	0.38	0	-13	-1	-10	-15	-7
31	Cc1ccc(-c2ccc(CCC(=O)O)n2CC(=O)O)cc1	-7	-5	3	5	-4	-4	4	16	4
32	Cc1cc(C(=O)NCc2ccccc2)no1	5	-2	-0.22	7	5	0	-1	-2	-6
33	C/C(=N\NC(=O)c1cccc(S(=O)(=O)Nc2ccccc2Cl)c1)c1ccc(-n2ccnc2)cc1	12	15	-0.14	1	-10	5	-12	11	-10
34	O=C(NCCOC12CC3CC(CC(C3)C1)C2)c1cccc(Br)c1	-6	1	-1.4	15	12	-1	-17	-27	12
35	CCN(CC)c1ccc(NC(=O)c2ccc(Cl)nc2)cc1	6	-1	0.26	-8	10	-1	-5	-18	-3
36	O=C(NCC(c1cccnc1)N1CCN(c2ccccc2F)CC1)C1CCCCC1 (stereo not given)	-8	0	0.21	-1	3	4	3	10	8
37	O=C(COc1ccccc1Cl)NCc1ccco1	-9	1	0.88	4	11	-4	-11	5	5
38	CCOn1c(=O)c(-c2ccc(OC)c(OC)c2)[n+]([O-])c2ccccc21	-1	0	-0.23	9	-9	-1	-12	13	5
39	O=C(NCc1ccncc1)Nc1ccc(F)cc1	-15	0	1.5	3	-10	1	-1	23	10
40	CCC(C)Sc1nc(O)cc(=O)[nH]1 (stereo not given)	-1	7	-1.5	8	0	-1	-12	-2	1

Random excerpt: four compounds from above, in no set order.
cpd	structure	PTPN22 inh 2	FAK blocker	Pyk2 oligo antag	HIV Rev-RRE inh	PLK1 PBD inh	EphB4 antag	PLK1 inh	cytoskel mod	LYP act
40	CCC(C)Sc1nc(O)cc(=O)[nH]1 (stereo not given)	-1	7	-1.5	8	0	-1	-12	-2	1
36	O=C(NCC(c1cccnc1)N1CCN(c2ccccc2F)CC1)C1CCCCC1 (stereo not given)	-8	0	0.21	-1	3	4	3	10	8
38	CCOn1c(=O)c(-c2ccc(OC)c(OC)c2)[n+]([O-])c2ccccc21	-1	0	-0.23	9	-9	-1	-12	13	5
35	CCN(CC)c1ccc(NC(=O)c2ccc(Cl)nc2)cc1	6	-1	0.26	-8	10	-1	-5	-18	-3

Following part
cpd	structure	PTPN22 inh 2	FAK blocker	Pyk2 oligo antag	HIV Rev-RRE inh	PLK1 PBD inh	EphB4 antag	PLK1 inh	cytoskel mod	LYP act
41	CCOCc1nnc(NC(=O)CSc2ccc(C)cc2)s1	0	0	0.3	7	2	2	-8	11	-1
42	CCOC(=O)N1CCN(C(=O)CN(c2ccc(OC)cc2)S(C)(=O)=O)CC1	-19	0	-0.43	-9	2	0	7	12	20
43	O=C(CN1CCN(S(=O)(=O)c2ccc3ccccc3c2)CC1)N1CCc2ccccc2C1	2	-4	-0.18	3	2	-7	-8	7	-4
44	Cc1cc(C(=O)Nc2cccc(O)c2)co1	-7	-1	-0.37	7	2	-5	-12	-5	5
45	CC(OC(=O)C(NC(=O)c1ccco1)C(C)C)C(=O)Nc1ncc(Cl)cc1Cl (stereo not given)	-7	-1	-0.36	-2	-4	-1	4	1	4
46	CCOC(=O)CSc1nc2cc3c(cc2cc1CC)OCCO3	-6	3	-0.49	14	-2	-8	1	-23	7
47	O=c1c2cnn(-c3ccccc3Cl)c2ncn1Cc1cccnc1	4	2	1.1	3	-25	4	-2	18	-4
48	CCOc1cc(S(=O)(=O)N2CCCCC2)ccc1F	12	-1	-1.1	9	4	7	-10	-4	-11
49	Cc1cccc(OCCOC(=O)C2CCN(S(=O)(=O)c3cccs3)CC2)c1	4	-2	1.8	11	7	1	-2	47	-4
50	COc1cccc(-n2nnnc2SCC(=O)Nc2cccc(C)n2)c1	-1	-2	-1.2	4	-14	-11	-9	-18	1
51	CCc1ccc(OCC(O)CNC(C)(C)C)cc1 (stereo not given)	8	-1	0.42	15	14	-2	-9	-5	-6
52	CCOC(=O)CN1C(=O)C(O)(CC(=O)c2ccc3c(c2)CCCC3)c2ccccc21 (stereo not given)	-1	1	0.43	-1	-5	2	-4	-4	0
53	COC(=O)c1ccc(CSc2nc3ccc(C)cc3[nH]2)o1	-6	2	0.15	3	-15	0	-7	0	3
54	CC(=O)N(C)C1(c2nnnn2CCOC(=O)Nc2ccc(Cl)cc2)CCCCC1	-4	-1	1.8	-1	10	-8	-3	-13	8
55	CN1C(=O)N(C)C2(c3ccccc3)Nn3c(s/c(=C/c4ccco4)c3=O)=NC12c1ccccc1 (stereo not given)	9	3	-0.64	7	-2	12	-1	-12	-9
56	CCCCn1c(SCC(=O)NCCOC)nc2ccc(N3CCOCC3)cc2c1=O	-2	5	-0.56	2	1	0	-14	-24	6
57	Cc1cc(O)c(/C=N/Nc2ccccc2Cl)c(=O)o1	12	-2	-0.69	7	0	1	-10	7	-8
58	c1ccc2c(-c3nc4ncccc4o3)cccc2c1	-5	-1	0.07	8	2	-6	-5	-7	5
59	O=C(CSCCO)Nc1cc(C(F)(F)F)ccc1Cl	-17	-1	0.33	1	-12	0	-12	-9	16
60	Cc1cnc(C(=O)Nc2nnc(C3CC3)s2)cn1	2	5	0.29	12	-10	1	-2	19	-5
61	Cc1cc(=O)[nH]c(SCC(=O)N2CCCc3ccccc32)n1	4	-4	1.3	8	-21	3	-7	·	-5
62	Cc1ccc2nc(NC(=S)NC(=O)c3cccs3)sc2c1	30*	-1	-0.52	3	-14	7	-5	15	-28
63	C/C(=N\NC(=O)C1CCCN(S(=O)(=O)c2ccccc2)C1)c1ccccn1 (stereo not given)	4	-2	0.88	4	5	-2	-19	5	0
64	COc1ccc(-c2noc(-c3ccco3)n2)cc1OC	2	3	-0.79	7	-7	1	0	-17	-2
65	CCC(=O)N(CCC1(C(C)C)CCOC(C)(C)C1)Cc1ccco1 (stereo not given)	16	-9	0.05	1	-1	1	-6	-10	-13

Rows were taken by chance; overall some 3.5% were active at least once.
